TTR transcr act – TTR transcription activation, primary screen; activation, % at 16.7 µM; SH-SY5Y TTR promoter Gaussia luciferase, luminescence; 100% = recombinant luciferase protein wells; AID 1117267; 92,000 tested, 1.3% active;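 active = activation above the mean of all tested compounds plus 3 SD, cut at about 9.5% in these data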;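 note: cells exposed to compounds for one day before reading; 0% = median of all test compound wells on the plate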
Numbers without * were called inactive.

`CCCCCCCCC(c1nc2cc(C)c(C)cc2[nH]1)n1c(=O)c(-c2ccccc2Br)nc2ccccc21` (stereo not drawn) gave TTR transcr act -0.4.
Screening Cc1ccc(S(=O)(=O)N2CCOCC2)cc1C(=O)Nc1ccc(S(=O)(=O)Nc2nccs2)cc1 returned TTR transcr act 3.6.
CCOC(=O)/C=c1\s/c(=C\c2ccccc2OC)c(=O)n1CC(=O)N1CCOCC1 was read as TTR transcr act -3.5.
`Cc1ccc(C(=O)NCCN(C)C)cc1C` gave TTR transcr act 0.2.
`Cc1ccc2nc(-c3ccc(NC(=O)CN4CCN(c5ccccn5)CC4)cc3)sc2c1` gave TTR transcr act 0.5.
Screening CN(C)/C=C1\C(=O)N(C)N=C1C(F)(F)F returned TTR transcr act -0.9.
For COc1cc(C2NC(=O)NC3=C2C(=O)OC3)cc(OC)c1OC (stereo not drawn) the results were TTR transcr act -1.0.
CN(C)/C=N/c1nc2ncc(-c3ccc(Cl)cc3)c(/N=C/N(C)C)n2n1 was read as TTR transcr act -1.6.
Screening Oc1ccc(-c2cn3ccccc3n2)cc1O returned TTR transcr act 1.7.
O=C1CC(NCCc2ccccc2)C(=O)N1CCc1ccccc1 (stereo not drawn) was read as TTR transcr act 0.9.
`CSc1cccc(NC(=O)C2CCCN(S(=O)(=O)c3ccc(F)cc3)C2)c1` (stereo not drawn) gave TTR transcr act 3.2.
Screening Cc1ccc(N2NC(=O)/C(=C/c3ccc(-c4ccc(Cl)c(C(=O)O)c4)o3)C2=O)cc1C returned TTR transcr act 0.7.
`O=C(CSc1nnc(COc2ccccc2)o1)NCCc1ccccc1` gave TTR transcr act 0.7.
CC1(C)C(=O)OC(c2cccc([N+](=O)[O-])c2)C2(CCCCC2)C1=O (stereo not drawn) was read as TTR transcr act -2.5.
COC(=O)c1cc2cc(NS(=O)(=O)c3ccc(C)cc3)ccc2s1 was read as TTR transcr act 0.4.
For CCC(=O)NC(=S)Nc1ccc(NC(=O)c2ccc(C)c([N+](=O)[O-])c2)cc1 the results were TTR transcr act 0.9.
For CC1=C(C(=O)N(C(C)C)C(C)C)CC(CC(=O)NCc2cccs2)C(=O)N1CCCN1CCCC1=O (stereo not drawn) the results were TTR transcr act 1.0.
For O=C(Nc1ccnc(-c2ccncc2)n1)c1cccs1 the results were TTR transcr act -1.9.
Screening N#Cc1ccc(NC(=O)COC(=O)C2Cc3ccccc3CN2C(=O)c2ccccc2)cc1 (stereo not drawn) returned TTR transcr act -1.2.
`Fc1ccc(CNC(=S)NC2CCCCCC2)cc1` gave TTR transcr act 0.0.

5 successive entries already listed, quoted:
`CCCCCCCCC(c1nc2cc(C)c(C)cc2[nH]1)n1c(=O)c(-c2ccccc2Br)nc2ccccc21` (stereo not drawn) gave TTR transcr act -0.4.
Screening Cc1ccc(S(=O)(=O)N2CCOCC2)cc1C(=O)Nc1ccc(S(=O)(=O)Nc2nccs2)cc1 returned TTR transcr act 3.6.
CCOC(=O)/C=c1\s/c(=C\c2ccccc2OC)c(=O)n1CC(=O)N1CCOCC1 was read as TTR transcr act -3.5.
`Cc1ccc(C(=O)NCCN(C)C)cc1C` gave TTR transcr act 0.2.
`Cc1ccc2nc(-c3ccc(NC(=O)CN4CCN(c5ccccn5)CC4)cc3)sc2c1` gave TTR transcr act 0.5.

Arranged by SMILES length (lowest first): 3 of the compounds above
Screening CN(C)/C=C1\C(=O)N(C)N=C1C(F)(F)F returned TTR transcr act -0.9.
Screening Cc1ccc(N2NC(=O)/C(=C/c3ccc(-c4ccc(Cl)c(C(=O)O)c4)o3)C2=O)cc1C returned TTR transcr act 0.7.
For CC1=C(C(=O)N(C(C)C)C(C)C)CC(CC(=O)NCc2cccs2)C(=O)N1CCCN1CCCC1=O (stereo not drawn) the results were TTR transcr act 1.0.

Returning to the listing, starting two compounds before the break.
Screening N#Cc1ccc(NC(=O)COC(=O)C2Cc3ccccc3CN2C(=O)c2ccccc2)cc1 (stereo not drawn) returned TTR transcr act -1.2.
`Fc1ccc(CNC(=S)NC2CCCCCC2)cc1` gave TTR transcr act 0.0.
CN1CCN(C2=Nc3c(Cl)cc(Cl)c4cccc2c34)CC1 was read as TTR transcr act -0.8.
`COc1ccc(Nc2ncc(F)c(N3CCOCC3)n2)cc1` gave TTR transcr act 5.0.
For O=C(O)c1ccccc1Sc1ccccc1S(=O)(=O)NC1CCCCC1 the results were TTR transcr act 2.5.
Screening C=CCNC(=O)c1oc2ccc(S(=O)(=O)N3CCCCC3)cc2c1C returned TTR transcr act 2.7.
For S=C(Nc1ccc(Oc2ccccc2)cc1)N1CCN(c2ccccn2)CC1 the results were TTR transcr act -1.6.
CC(O)/C=C/c1cccc[n+]1C (stereo not drawn) was read as TTR transcr act -0.1.
Cc1ccc(S(=O)(=O)NCc2ccc(C(=O)NCCN(Cc3ccccc3)C(C)C)cc2)cc1 was read as TTR transcr act -2.7.
COC(=O)[C@]1(CC(C)C)N[C@H](c2ccc(SC3CCCCC3)cc2)[C@@H]2C(=O)N(C)C(=O)[C@@H]21 was read as TTR transcr act -0.8.
For C=CCNC(=O)CN1CCC(O)(c2ccc(F)cc2)CC1 the results were TTR transcr act -0.2.
For CCCS(=O)(=O)N1CCc2ccc(NC(=O)C3CCCO3)cc2C1 (stereo not drawn) the results were TTR transcr act 1.2.
For COc1ccc2c(c1)[nH]c1c(=O)n(/N=C/C3C(C)C=C(C)CC3C)c(=O)[nH]c12 (stereo not drawn) the results were TTR transcr act -1.3.
O=C(CCN1C(=O)c2ccccc2S1(=O)=O)Nc1ccccc1 was read as TTR transcr act 6.2.
COc1ccc(NC(=O)COc2ccc3oc(=O)cc(C)c3c2)cc1 was read as TTR transcr act 0.6.
Screening COc1ccc(/C=N/NC(=O)CSCC(=O)Nc2ccccc2)cc1OC returned TTR transcr act -0.7.
`C/C(=N\Nc1ccc(F)cc1F)c1ccc(Br)s1` gave TTR transcr act -1.1.
Screening CCOc1ccccc1NC(=O)Cn1cnc2c(cnn2-c2ccc(C)c(C)c2)c1=O returned TTR transcr act 11*.
CC1=CC(=C2C(=O)c3ccccc3C2=O)C=C(C)O1 was read as TTR transcr act 4.5.
`Cc1cccc(NC(=O)CSc2nnc([C@@H](N)Cc3ccccc3)o2)c1C` gave TTR transcr act 1.4.
COc1ccc(S(=O)(=O)N(CC(=O)Nc2ccc(S(=O)(=O)N3CCOCC3)cc2)Cc2ccc(F)cc2)cc1 was read as TTR transcr act -1.1.
Screening COC(=O)CS(=O)(=O)c1ccc2c(c1)CC(=O)N2 returned TTR transcr act -2.3.

Reprinted at random: three compounds from above
Screening CCOc1ccccc1NC(=O)Cn1cnc2c(cnn2-c2ccc(C)c(C)c2)c1=O returned TTR transcr act 11*.
`COc1ccc(Nc2ncc(F)c(N3CCOCC3)n2)cc1` gave TTR transcr act 5.0.
For CCCS(=O)(=O)N1CCc2ccc(NC(=O)C3CCCO3)cc2C1 (stereo not drawn) the results were TTR transcr act 1.2.

(list continues)
For COc1ccccc1NC(=O)c1ccc2c(O)c(S(=O)(=O)c3ccccc3)c(=O)[nH]c2c1 the results were TTR transcr act -0.4.
For Cc1cc(Oc2ccccc2)nc(NCc2ccccc2)n1 the results were TTR transcr act 0.5.
O=C(Nc1ccc2nn(-c3ccccc3)nc2c1)c1cccs1 was read as TTR transcr act -2.1.
For O=C(Cn1nnc(-c2cccs2)n1)NCCc1ccccc1 the results were TTR transcr act 0.1.
For CN(CC1COc2ccccc2O1)C(=O)CSc1ncnc2sccc12 (stereo not drawn) the results were TTR transcr act 0.2.
Screening O=C(Nc1ccc([N+](=O)[O-])cc1)Nc1ccc(N2CCOCC2)c2nonc12 returned TTR transcr act 1.2.
`CC(=O)O[C@H](COc1c2ccoc2cc2oc(=O)ccc12)C(C)(C)O` gave TTR transcr act -0.8.
`Cc1nnc(SCc2c(Cl)cccc2Cl)n(N)c1=O` gave TTR transcr act 0.9.
Screening COc1ccc(C(=O)NCC(=O)NCC(=O)OCC(=O)c2ccc(Br)cc2)cc1 returned TTR transcr act -1.1.
`CCOc1ccc2nc(SC3CC(=O)N(c4ccc(OC)cc4)C3=O)sc2c1` (stereo not drawn) gave TTR transcr act 1.6.
`COC(=O)Cn1nc(-c2ccccc2)c2cccc(C(F)(F)F)c21` gave TTR transcr act -0.8.

Bioassay records as filed in PubChem.

Not all compounds are listed (hit frequency here may not be typical).
